Source: PubChem BioAssay
M4 ag – CHRM4 agonism in calcium assay; P08173; CHO-K1 hM4/Gqi5, Fluo-8 calcium fluorescence; vehicle 0%, full acetylcholine response 100%; activation, % at 3 µM; 0.14% of 360,000 active;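 active = activation above the run mean over all test wells plus 3 SD, cut at about 32% in these data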;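 note: peak over basal fluorescence ratio per well then scaled between controls; 0% = DMSO wells and 100% = acetylcholine at EC100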
Target sequence (P08173 whole entry, looked up): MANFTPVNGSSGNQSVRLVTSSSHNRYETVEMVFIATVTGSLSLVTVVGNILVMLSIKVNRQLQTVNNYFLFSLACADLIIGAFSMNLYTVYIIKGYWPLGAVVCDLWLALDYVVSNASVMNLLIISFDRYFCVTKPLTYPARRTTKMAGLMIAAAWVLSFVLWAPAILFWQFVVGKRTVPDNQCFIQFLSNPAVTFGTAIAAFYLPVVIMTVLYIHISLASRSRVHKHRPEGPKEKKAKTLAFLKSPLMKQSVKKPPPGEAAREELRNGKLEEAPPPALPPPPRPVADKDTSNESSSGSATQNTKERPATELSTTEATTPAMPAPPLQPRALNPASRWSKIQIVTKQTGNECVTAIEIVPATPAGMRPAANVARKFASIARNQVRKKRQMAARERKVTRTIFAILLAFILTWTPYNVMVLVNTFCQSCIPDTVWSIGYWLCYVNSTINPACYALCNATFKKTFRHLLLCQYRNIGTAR
CHRM1 agonist – human M1 muscarinic receptor agonism. P11229. CHO-K1 hM1, Fluo-8 calcium fluorescence, agonist mode; 0% DMSO, 100% acetylcholine EC100. activation, % at 3 µM. 0.33% of 360,000 active. AID 588814;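 active = activation above the run's mean compound activation plus 3 SD, cut at about 16% in these data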;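 note: peak over basal fluorescence ratio within a 140 s kinetic read after compound addition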
CHRM1 PAM – potentiates human M1 receptor response to acetylcholine. P11229. activation, % at 3 µM. AID 588819. 0.088% of 360,000 active. CHO-K1 hM1, Fluo-8 calcium fluorescence, ACh EC20; 0% = ACh EC20, 100% = maximal ACh; in the data active = activation above about 19%, passing the limit was not always enough
M5 antag – antagonists of human muscarinic M5 receptor (CHRM5). P08912. CHO-hM5 cells, Fluo-8 calcium fluorescence, ACh EC80. inhibition, % at 3 µM. AID 624040. 0.59% of 360,000 active;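 active = inhibition above a per-plate cutoff, the mean of that plate's test compounds plus 3 SD, cut at about 27% in these data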;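 note: 0% = acetylcholine EC80 with DMSO and 100% = DMSO without agonist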
Target sequence (P08912 whole entry, looked up): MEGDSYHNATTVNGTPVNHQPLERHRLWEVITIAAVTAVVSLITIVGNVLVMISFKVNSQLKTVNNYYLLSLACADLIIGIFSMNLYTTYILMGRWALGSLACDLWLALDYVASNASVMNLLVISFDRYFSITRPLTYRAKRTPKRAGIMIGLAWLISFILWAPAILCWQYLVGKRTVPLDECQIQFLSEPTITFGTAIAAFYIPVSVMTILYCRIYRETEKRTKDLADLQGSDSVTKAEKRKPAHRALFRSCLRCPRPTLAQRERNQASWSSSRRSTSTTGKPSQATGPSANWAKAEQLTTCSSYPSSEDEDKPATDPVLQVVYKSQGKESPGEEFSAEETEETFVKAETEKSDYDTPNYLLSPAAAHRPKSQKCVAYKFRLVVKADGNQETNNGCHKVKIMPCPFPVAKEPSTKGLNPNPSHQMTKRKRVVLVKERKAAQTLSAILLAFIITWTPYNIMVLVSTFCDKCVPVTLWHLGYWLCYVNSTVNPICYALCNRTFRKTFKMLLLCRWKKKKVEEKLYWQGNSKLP
M4 antag – CHRM4 antagonism in calcium assay. P08173. CHO-hM4 cells, ACh EC80, Fluo-8 calcium fluorescence. inhibition, % at 3 µM. 0.73% of 360,000 active;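 active = inhibition above its plate's cutoff, the mean inhibition of sample wells plus 3 SD, cut at about 27% in these data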;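 note: 0% = acetylcholine EC80 with DMSO and 100% = DMSO without agonist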
M5 PAM – positive allosteric modulators of human muscarinic M5 receptor; activation, % at 3 µM; P08912; 0.3% of 360,000 active; CHO-K1 hM5, Fluo-8 calcium, ACh EC20 PAM; 0% = ACh EC20, 100% = ACh EC100;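 active = activation above the run cutoff, the mean activation of all test compounds plus 3 SD, cut at about 18% in these data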
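System – CHO-K1 hM5 cells · Compound – 3 µM, single dose · Incubation – compound preincubation 140 s before EC20 acetylcholine addition · Technique – Fluo-8 calcium fluorescence · Measure – Max/basal fluorescence ratio as % of EC20–EC100 ACh window · Benchmarks – low control EC20 acetylcholine (0%), high control EC100 acetylcholine (100%) · Replication – singlicate, one well per test compound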
M1 antag – human CHRM1 antagonism | AID 588852 | CHO-K1 hM1, Fluo-8 calcium fluorescence, ACh EC80 antagonist | P11229 | inhibition, % at 3 µM | 1.3% of 360,000 active;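 active = percent inhibition above its own plate's cutoff, namely the mean of that plate's compound wells plus 3 SD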;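 note: peak over basal fluorescence ratio during 140 s after agonist addition; 0% = ACh EC80 plus DMSO and 100% = DMSO alone without agonist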
CHRM5 agonist – CHRM5 agonism in calcium assay; activation, % at 3 µM; 0.19% of 360,000 active; CHO-K1 hM5 cells, Fluo-8 calcium fluorescence; 0% DMSO wells, 100% maximal acetylcholine response; AID 624037; P08912;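 active = activation above the run's mean over test compounds plus 3 SD, cut at about 23% in these data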;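 note: signal is peak over basal fluorescence ratio across the kinetic read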
TAAR1 agonist – agonists of human TAAR1; Q96RJ0; CHO RD-HGA16 TAAR1, Fluo-8 calcium fluorescence; vehicle wells 0%, saturating PEA agonist 100%; activation, % at 3 µM; 0.99% of 360,000 active; AID 624467;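 active = activation above the mean activation of all test compounds in the run plus 3 SD, cut at about 38% in these data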
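Signal – calcium-sensitive Fluo-8 signal, excitation 470-495, emission 515-575 nm · System – RD-HGA16 (CHO) cells co-expressing Gα16 and hTAAR1 · Incubation – 17-24 h seeding, 75 min 37 °C dye, 30 min RT · Compound dosing – 3 µM single concentration · Repeats – no replicates (n 1)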
The depositor's hits bear a star; x = no result given. Not all compounds are listed; count on the stated rates, not on these rows.

#	structure	M4 ag	CHRM1 agonist	CHRM1 PAM	M5 antag	M4 antag	M5 PAM	M1 antag	CHRM5 agonist	TAAR1 agonist
1	CC(C)N1CCN(C(=O)c2cccc(Cl)c2)CC1	1	-8	6	8	9	0	-12	-13	2
2	CN(CC(=O)Nc1ccc(F)cc1)C(=O)COc1ccc([N+](=O)[O-])cc1Cl	4	-10	5	-7	4	1	-2	0	7
3	O=C(COc1ccc(Cl)cc1Br)Nc1cccc(S(=O)(=O)N2CCCC2)c1	3	-5	0	9	-12	-15	4	-2	3
4	Cc1cc(-c2onc(C)c2C(N)=O)no1	12	-1	2	14	10	-10	5	3	2
5	Cc1ccc[n+](C(C)C(=O)Nc2ccc(C)c([N+](=O)[O-])c2)c1 (stereo not drawn)	0	-6	-2	0	-5	-2	0	-5	5
6	CC(C)(C)OC(=O)N1CCC(C(=O)Nc2cccc(C(=O)NCCCc3ccccc3)c2)CC1	22	1	-15	3	-8	-12	14	7	19
7	Cc1c(C(=O)Nc2cc(F)cc(F)c2)cnn1-c1ccccc1	8	0	10	-5	-20	1	-15	5	1
8	CN1CCC(Oc2ccccc2Sc2ccccc2)CC1	10	-9	-26	78*	74*	-19	100*	-6	7
9	Cn1c(=O)c2[nH]c(COc3ccc(C(C)(C)C)cc3)nc2n(C)c1=O	14	4	-14	17	7	-20	39*	7	x
10	CCn1c(CCNC(=O)c2ccc(F)cc2)nc2ccccc21	3	-2	6	-4	-2	-5	-17	1	0
11	CC(C)(C)c1csc(NC(=O)c2cccs2)n1	0	-5	-2	-2	1	-8	-1	-7	16
12	CSc1ccccc1NC(=O)CN(C)C(C)C(=O)NC(=O)NC1CCCCC1 (stereo not drawn)	4	-3	3	-1	0	-1	-5	2	0
13	Fc1ccccc1N1CCN(c2ncnc3[nH]ncc23)CC1	5	1	-3	-4	-8	1	-22	-3	1
14	COc1ccccc1Cc1c(-c2ccc(Cl)cc2)nc2c(Cl)cc(C(F)(F)F)cn12	0	x	x	2	6	-4	x	0	2
15	O=C(c1ccc(F)cc1)N1C2CCC1CC(O)(c1ccc(F)cc1)C2 (stereo not drawn)	0	0	9	1	1	13	-8	-11	2
16	CN(C)C(CNC(=O)CSC(=S)N1CCCC1)c1ccccc1 (stereo not drawn)	1	-4	-3	4	-3	4	-2	-8	1
17	CC1(C)NC(=O)N(CC(=O)Nc2ccc(-n3cnnn3)cc2)C1=O	0	0	9	26	1	-4	2	4	0
18	CCOc1ccccc1NC(=O)NC1Cc2ccccc2C1	0	-6	0	4	-7	-2	0	-3	x
19	Cc1cc(C(=O)Nc2ccccc2C(=O)O)ccc1NC(=O)COc1cccc([N+](=O)[O-])c1	0	-5	0	2	6	7	5	-2	7
20	Nc1nc2ccccc2n1CCOc1ccc(F)cc1	8	-9	3	6	6	-2	-5	-10	4
21	CCOC(=O)N1CCN(C(=O)CN(Cc2ccc(Cl)cc2)S(=O)(=O)c2ccc(C)cc2)CC1	-1	-4	2	3	-12	-1	-9	-1	3
22	COc1ccc(Cn2c(=O)[nH]c3cc(C(=O)NCCCN4CCCCC4)ccc3c2=O)cc1	0	-5	6	0	7	2	-7	-4	2
23	COCc1ccc(CN2CCC(n3nccc3NC(=O)c3ccc4c(c3)OCO4)CC2)o1	1	-5	0	8	-3	-4	-5	0	1
24	COCCNC(=O)C(c1ccc(Cl)cc1)N(C(=O)Cn1nnc2ccccc21)c1cccnc1 (stereo not drawn)	0	-8	7	1	-12	3	-9	-7	x
25	Cc1ccc2[nH]c3ccccc3c(=O)c2c1	4	-1	5	3	2	-1	-20	-4	-1
26	COCCNc1nc(Oc2cncc(Cl)c2)c2sccc2n1	4	5	1	-1	-6	-5	-18	-2	0
27	O=C1C=C(c2ccccc2C(F)(F)F)C[C@@H](c2ccc3c(c2)OCO3)C1	0	-2	10	10	4	-7	1	-3	2
28	CCOC(=O)c1cc(-c2ccc(N3CCOCC3)cc2)nn1-c1ccc(F)cc1F	2	-10	2	3	-16	-3	-2	-6	1
29	Cc1ccccc1-c1nnn(CC(=O)N2CCN(C(=O)c3ccco3)CC2)n1	1	-2	10	11	-10	5	-16	-4	2
30	CCOc1cc(CNCCCN2CCOCC2)ccc1OCC(=O)NC(C)(C)C	0	-13	1	-6	-15	2	-10	-2	1
31	C=CCn1c(SCC(=O)NCC2CCCO2)nc2sc(C)c(C)c2c1=O (stereo not drawn)	2	-3	3	5	-3	-2	-4	-2	-1
32	Cc1cc(=O)[nH]c(SCC(=O)N2CCC(C(N)=O)CC2)n1	0	1	11	5	-3	-6	-28	2	14
33	CC(C)(CO)NCc1cccs1	1	-5	5	-8	-16	-1	-5	-3	1
34	COC(=O)C1=C(C)N(Cc2ccccc2)C(=O)N[C@H]1CCc1ccccc1	1	-3	12	1	-11	2	-8	3	13
35	CCO[C@H]1OC(C(=O)N2CCN(C)CC2)=C[C@@H](c2csc3ccccc23)[C@@H]1CCCO	2	-6	6	12	0	2	3	-1	1
36	O=C(Cc1ccc(Br)cc1)OCC(=O)N1CCOCC1	0	-4	8	15	3	-2	-6	1	4
37	COc1cc(Cl)ccc1OCc1cc(C(=O)N2CCC(N(C)C)C2)no1 (stereo not drawn)	1	-5	-4	5	2	-4	6	-10	3
38	CCCCOP(=O)(c1ccc(N(C)C)cc1)C(O)c1c(Cl)cccc1Cl (stereo not drawn)	0	-8	1	6	-10	-2	10	-7	6
39	CC(C)Cc1cc(-c2ccco2)c(C#N)c(N)n1	1	-1	3	2	-1	6	-3	0	x
40	O=C(NCCc1ccccc1)/C(=C\c1ccc([N+](=O)[O-])cc1)NC(=O)c1ccco1	6	-3	2	23	1	-4	6	17	34
41	COc1ccc(S(=O)(=O)N(C)C)cc1NC(=O)COC(=O)c1n[nH]c2ccccc12	16	2	-15	7	-4	-9	2	6	11
42	C[C@H]1CC[C@@]2(O[C@H](CCO)C[C@@H](O)[C@@H]2O)O1	0	-1	2	3	7	5	4	1	11
43	CCN(c1ccccc1)S(=O)(=O)c1ccc(C(=O)Nc2nnc(COC)o2)cc1	0	-1	3	-2	6	0	-21	-1	0
44	COC(=O)C1=C(O)CSC1=Nc1ccccc1	0	-2	5	3	6	4	-16	-2	5
45	CC(C)(C)C1=CC(=Nc2ccccc2N)C=C(C(C)(C)C)C1=O	9	-2	-12	19	5	-3	17	-1	-3
46	COc1cc(/C(C)=N/N2CCN(c3ccccc3OC)CC2)ccc1O	0	-1	4	10	6	2	-3	-2	-1
47	CNc1nc(Sc2ccccc2)cc(C(F)(F)F)n1	-3	-3	-6	-1	-8	1	7	-1	17
48	Cc1cc(F)ccc1NCc1cc2c(cc1[N+](=O)[O-])OCO2	-2	-3	2	-3	-3	-20	-3	-14	-1
49	CSc1nsc(SCC(=O)N2CCc3ccccc32)n1	1	-5	2	-3	4	3	-9	-3	10
50	CCN(CC)S(=O)(=O)c1ccc(/C=C/C(=O)OCC(=O)NCc2ccco2)cc1	7	-1	-6	16	-2	-5	10	3	8
51	CC(=O)NCCn1c(SCc2ccc(C)cc2C)nc2ccccc2c1=O	2	-1	2	13	4	-4	-2	1	15
52	Cc1cc(C)c2c(c1)N[C@H](c1cccs1)[C@@H]1CCO[C@H]21	-2	-5	3	8	-4	-3	-5	0	5
53	CCCCCCOc1ccc(OC(=O)c2ccncc2)cc1	0	-1	3	-4	2	2	-25	0	14
54	COc1ccc(OCC(=O)NC(CC(=O)O)c2ccc(OC)c(OC)c2)cc1 (stereo not drawn)	3	-3	3	-2	2	3	-5	1	11
55	Cc1ccc(NC(=O)c2ccc3ccccc3n2)nc1	0	-3	9	-1	-4	2	-18	-2	3
56	Nc1cc(=O)nc(SCC(=O)Nc2ccccc2)n1-c1ccccc1	0	-7	2	8	-1	-3	-8	1	0
57	CCc1c(C)nc2ncnn2c1Nc1ccc(C)c(C)c1	1	-2	-1	4	5	-2	10	-1	3
58	CSCCC(NC(=O)c1ccccc1Cl)C(=O)N1CCCC(C)C1 (stereo not drawn)	2	-2	9	0	-7	-3	-8	-1	3
59	NNC(=O)c1c(O)c2cccc3c2n(c1=O)CCC3	1	-4	4	6	1	3	-12	-4	5
60	CCNC(=S)NS(=O)(=O)c1ccc(Cl)cc1	0	-2	3	-5	7	5	-6	1	8

(further entries)
#	structure	M4 ag	CHRM1 agonist	CHRM1 PAM	M5 antag	M4 antag	M5 PAM	M1 antag	CHRM5 agonist	TAAR1 agonist
61	CNC(=S)SCCOc1ccccc1C	0	-6	-3	-7	-4	-2	7	-3	0
62	Cc1ccc(NC(=O)CN(C)CC(=O)Nc2ccc(F)c(Cl)c2)cc1	4	-3	-4	4	1	5	19	-3	4
63	Cc1onc(-c2c(Cl)cccc2Cl)c1C(=O)c1ccccc1	0	-7	6	13	13	-8	-6	-12	1
64	OC1(c2ccccc2F)CCN(Cc2nnc(-c3ccccc3)o2)CC1	1	0	8	7	3	-8	-6	2	10
65	CCOC(=O)c1c(-c2ccccc2)nnn1-c1nc(OCC)nc(N2CCCCC2)n1	9	-4	-10	19	7	-21	3	1	13
66	CCOc1cccc(CN2CCN(CCc3ccccc3)C(CCO)C2)c1O (stereo not drawn)	1	-6	7	3	-5	-1	-8	-7	4
67	CCC(=O)Nc1cccc(NC(=O)c2ccc3c(c2)OCCO3)c1	7	-5	1	0	-2	-8	4	3	9
68	CN(C)S(=O)(=O)c1ccc(Cl)c(C(=O)Nc2ccc(S(=O)(=O)N3CCOCC3)cc2)c1	6	-10	-4	16	-2	-9	1	-6	7
69	C#CCOCCOCCOCCNc1nc(N2CCN(C(=O)[C@H]([C@@H](C)O)n3cc(CCCCN)nn3)CC2)nc(N2CCN(C(=O)[C@H](C)n3cc(CCCN=C(N)N)nn3)CC2)n1	1	-8	-6	12	14	-8	10	0	x
70	Cc1ccc(C(=O)N2CCCC2)c(F)c1F	1	-6	8	0	5	-2	-14	1	15
71	Clc1ccc(N2CCN(c3ccnc(Cl)n3)CC2)cc1	5	-2	-4	16	-6	-6	0	-1	1
72	N#Cc1c(N)nc2c3c(sc(=N)c2c1N)NC(=O)CC3c1c(F)cccc1Cl (stereo not drawn)	1	-1	0	5	1	-6	2	1	20
73	CN(Cc1ccccc1)C1(CNC(=O)CCC(F)(F)F)Cc2ccccc2C1	0	-3	10	2	-4	1	-22	0	-1
74	CC(=O)c1ccc(NC(=O)CSc2nnc(C3CC3)n2C2CC2)cc1	1	3	20	8	1	8	-18	4	2
75	Cc1nn(-c2ccccc2)c(N2CCCC2)c1/C=N/O	-2	-4	-5	7	-2	-6	7	-4	x
76	COc1ccc(CNc2ccc(Br)cc2)cc1	-1	-4	1	8	-12	-7	-1	-6	2
77	CCSc1ccccc1C(=O)N1CCN(Cc2ccc3c(c2)OCO3)CC1	1	-7	1	1	5	0	2	-4	6

Random excerpt: 2 entries already listed
#	structure	M4 ag	CHRM1 agonist	CHRM1 PAM	M5 antag	M4 antag	M5 PAM	M1 antag	CHRM5 agonist	TAAR1 agonist
38	CCCCOP(=O)(c1ccc(N(C)C)cc1)C(O)c1c(Cl)cccc1Cl (stereo not drawn)	0	-8	1	6	-10	-2	10	-7	6
65	CCOC(=O)c1c(-c2ccccc2)nnn1-c1nc(OCC)nc(N2CCCCC2)n1	9	-4	-10	19	7	-21	3	1	13
